Screening data as filed in PubChem.
PRMT1 FP inh – PRMT1 methyltransferase inhibitors, primary screen, biochemical, fluorescence polarization. AID 652257, 2013. 370,000 compounds, 1.3% hits. Protein arginine N-methyltransferase 1 (Homo sapiens), Q99873. recombinant PRMT1, activity-based probe fluorescence polarization. inhibition, % at 2.79 µM;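 active means inhibition above about 21% made by adding two undisclosed values, limit read from the data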
Target sequence (Q99873 whole entry, looked up): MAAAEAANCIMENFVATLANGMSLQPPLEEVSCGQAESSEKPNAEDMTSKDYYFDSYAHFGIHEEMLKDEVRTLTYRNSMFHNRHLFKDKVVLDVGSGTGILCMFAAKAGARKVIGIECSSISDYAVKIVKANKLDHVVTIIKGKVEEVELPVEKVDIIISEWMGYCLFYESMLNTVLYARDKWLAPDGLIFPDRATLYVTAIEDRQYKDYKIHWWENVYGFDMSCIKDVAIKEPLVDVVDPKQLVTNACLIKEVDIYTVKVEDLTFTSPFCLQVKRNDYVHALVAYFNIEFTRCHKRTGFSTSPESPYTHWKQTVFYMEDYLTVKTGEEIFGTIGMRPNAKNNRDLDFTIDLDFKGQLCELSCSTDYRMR
HTRA1 inh – HTRA1 serine protease inhibitors, primary screen, biochemical, fluorescence polarization, HTS. Q92743. recombinant HTRA1, FP-rhodamine activity-based probe. inhibition, % at 5.96 µM. 340,000 compounds, 0.5% hits. AID 504803, 2011; in the data active means inhibition above about 36%;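 further: 0% = enzyme with DMSO and 100% = wells lacking enzyme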
GC-A act – GC-A stimulated cGMP production enhancers – HEK293 GC-A cells, cGMP TR-FRET, EC30 ANP, primary screen; Atrial natriuretic peptide receptor 1 (Homo sapiens), P16066; 0% at EC30 ANP, 100% saturating ANP; activation, % at 10 µM; 370,000 compounds, 0.14% hits; AID 1671463, 2021; in the data active means activation above about 40%
UHRF1 binding – UHRF1 methylated DNA binding inhibitors, primary screen, counter-screen for MBD2 inhibitor project, biochemical, TR-FRET, human UHRF1, single concentration; UHRF1 binding to methylated oligo; E3 ubiquitin-protein ligase UHRF1 (Homo sapiens), Q96T88; 370,000 compounds, 0.75% hits; inhibition, % at 4.4 µM; in the data active means inhibition above about 21%;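 further: UHRF1 SRA domain binding a hemimethylated CpG hairpin DNA probe; 0% = median of test compound wells and 100% = reference inhibitor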
SIAE inh – human SIAE inhibitors, primary screen, biochemical, fluorescence polarization, FP-Rh probe, 1536-well HTS; SIAE FP-Rh probe binding; inhibition, % at 9.66 µM; AID 1053197, 2014; 370,000 compounds, 0.69% hits;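 active means inhibition above a cutoff: mean of compounds within the control limits plus 3 SD of those, cut at about 17% in these data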;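 further: 0% = plate median of compound wells and 100% = probe without SIAE protein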
TCR CD3 inh – inhibitors of human TCR-CD3 interaction, primary screen, biochemical, fluorescence, TAMRA-labeled TCR probe; T-cell receptor (TCR); 360,000 compounds, 0.37% hits; AID 651800, 2012; inhibition, % at 9.4 µM; in the data active means inhibition above about 19%;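 further: recombinant mutant TCR 2C K166C tagged with TAMRA read by polarization; 0% = receptor in buffer alone and 100% = receptor with positive control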
MBD2 inh – inhibitors of MBD2 binding to methylated DNA, primary screen, biochemical, TR-FRET, DNA-binding domain, human; Methyl-CpG-binding domain protein 2 (Homo sapiens), Q9UBB5; MBD2 binding to methylated oligonucleotide; inhibition, % at 4.4 µM; 370,000 compounds, 0.31% hits; AID 686964, 2013; in the data active means inhibition above about 13%
Target sequence (Q9UBB5 whole entry, looked up, the tested form may be a part): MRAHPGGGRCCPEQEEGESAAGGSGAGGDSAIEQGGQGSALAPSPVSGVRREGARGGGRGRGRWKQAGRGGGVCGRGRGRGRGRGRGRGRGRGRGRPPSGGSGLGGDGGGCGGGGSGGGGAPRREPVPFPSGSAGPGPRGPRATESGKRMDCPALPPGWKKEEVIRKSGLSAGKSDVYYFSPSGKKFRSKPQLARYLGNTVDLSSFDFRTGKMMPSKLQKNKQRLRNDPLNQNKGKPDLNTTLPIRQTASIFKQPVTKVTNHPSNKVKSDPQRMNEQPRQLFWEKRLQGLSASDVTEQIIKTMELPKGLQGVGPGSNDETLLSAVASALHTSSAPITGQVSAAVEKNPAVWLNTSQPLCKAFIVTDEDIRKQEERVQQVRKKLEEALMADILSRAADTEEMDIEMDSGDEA
mABHD4 FP – ABHD4 inhibitors, primary screen, biochemical, fluorescence polarization, mouse; (Lyso)-N-acylphosphatidylethanolamine lipase (Mus musculus), Q8VD66; purified mABHD4, FP-Rh probe fluorescence polarization; inhibition, % at 8.92 µM; 370,000 compounds, 0.54% hits; AID 720543, 2013;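 active means inhibition exceeding the mean over every tested compound plus 3 SD, cut at about 30% in these data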;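 further: 0% = plate median of compound wells and 100% = S159A mutant with DMSO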
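system = mouse ABHD4 enzyme, wild type | medium = HEPES pH 7.0, NaCl, Pluronic buffer | also added = FP-Rh probe | incubation = Enzyme–compound pre-incubation 45 min, then probe 60 min, both 25 °C | technique = fluorescence polarization, excitation 525 nm, emission 598 nm, BODIPY TMR filters | controls = S159A mutant high control, sample median low control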
NPR2 activator – human GC-B receptor activators, primary screen, HEK293 GC-B cells, cGMP TR-FRET, EC30 CNP; Atrial natriuretic peptide receptor 2 (Homo sapiens), P20594; activation, % at 10 µM; 0% at EC30 CNP, 100% saturating CNP; 370,000 compounds, 0.11% hits;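 active means activation at 10 µM reaching about 35% in either raw or pattern-adjusted values, limit read from the data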
rCAG RNA binder – binders of r(CAG) RNA repeats, primary screen, biochemical, fluorescence | r(CAG) RNA repeat, TO-PRO-1 dye displacement fluorescence | inhibition, % at 3 µM | 370,000 compounds, 1.3% hits | AID 651821, 2012;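 active means inhibition above the plate cutoff, the mean of all test compounds on that plate plus 3 SD, cut at about 35% in these data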;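 further: 0% = DMSO alone and 100% = 100 µM mitoxantrone as full dye displacement; higher means more dye released from RNA so lower well fluorescence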
An asterisk follows results filed as active; . = not tested or not shown. The list is partial, so the mix of outcomes need not match the whole.

no.	Compound	PRMT1 FP inh	HTRA1 inh	GC-A act	UHRF1 binding	SIAE inh	TCR CD3 inh	MBD2 inh	mABHD4 FP	NPR2 activator	rCAG RNA binder
1	Cc1cc(C)n(-c2c(F)c(F)c(CN3CCOCC3)c(F)c2F)n1	3	1	0	-1	1	-1	3	1	3	-4
2	Cc1ccc(/C=N/NC(=O)CSc2nc3ccccc3c(=O)n2-c2ccccc2)s1	3	1	2	2	0	-4	1	1	5	0
3	COc1ccc2oc(C)c(C(=O)NN)c2c1	0	4	-4	-2	0	1	0	3	3	0
4	COc1ccc(CCNC(=O)C(=O)NCC2OCCN2S(=O)(=O)c2ccc3c(c2)OCCO3)cc1OC (stereo not given)	-2	-1	0	2	1	-7	3	1	-2	-1
5	C=CCC(Nc1ccccc1)C12C=CC(O1)C(C(=O)OC)=C2C(=O)OC (stereo not given)	0	3	-43	-4	5	7	-5	4	-36	-3
6	Cc1cc(C(=O)Nc2cc(C(C)(C)C)on2)c(C)o1	0	4	2	0	3	-2	3	6	-11	-6
7	CC(C)C[C@H]1CN(CCCC[C@H]2CNC(=O)C(=O)N2CCc2ccccc2)C(=O)C(=O)N1CC1CCCCC1	2	.	6	6	1	7	1	1	3	-1
8	O=C(Nc1ccc(NC(=O)C2CCCCC2)nc1)c1cccc(F)c1	2	-4	-3	2	3	-3	-2	3	3	-3
9	O=C(NCCCn1ccnc1)C(=O)NCC1OCCN1S(=O)(=O)c1cc(F)ccc1F (stereo not given)	-6	7	2	0	4	4	-1	-7	7	0
10	COc1ccc(/C=C/C(=O)c2c(O)cc(C)oc2=O)c(OC)c1	-3	-1	-4	-4	-8	-1	3	-25	-18	21
11	CC1(C)Cc2c(sc3nc(-c4cc5ccccc5o4)n(N)c(=O)c23)CO1	2	4	2	0	-4	4	-2	0	6	0
12	COc1ccc(/C=C/C(=O)OC(C)C(=O)c2ccccc2)cc1OC (stereo not given)	2	-16	4	2	-9	-2	2	0	-2	-10
13	Cc1cc(C)n2cc(COc3ccc4ccccc4c3)nc2n1	-5	-4	0	0	-3	6	4	-13	-4	-2
14	COC(=O)[C@@]12C[C@@H](CC(=O)NCc3ccc(OC)c(OC)c3)C(=O)N(Cc3ccccc3)C1=CCC(C)(C)C2	-1	.	0	-2	3	-1	4	-1	-6	0
15	C(=N\Nc1nc2ccccc2[nH]1)/c1cccc2nccnc12	-2	.	-10	-8	8	2	-6	14	-31	8
16	CCc1cccc(CC)c1NC(=S)NCc1nc2ccccc2[nH]1	-8	-6	-2	0	-3	3	6	-3	0	-4
17	CCCN(C(=O)CCOc1ccc(C(C)(C)C)cc1)c1c(N)n(Cc2ccccc2)c(=O)[nH]c1=O	2	7	-1	1	1	-12	2	2	2	-2
18	COc1cc2c(c(OC)c1OC)-c1ccc(OC)c(=O)cc1C(NC(=O)c1ccccc1)CC2 (stereo not given)	1	-5	-1	2	1	5	2	-2	-1	5
19	CN(C)CCNC(=O)c1ccccc1	1	7	4	0	-2	2	2	4	0	2
20	O=C(Cc1ccc(-n2cccc2)cc1)NC1CCCCC1	5	4	-3	7	-5	-2	8	-11	4	7
21	CC(C)c1nnc(NC(=O)C2CCCN2C(=O)Nc2ccccc2)s1 (stereo not given)	1	7	1	1	10	-3	-4	1	-4	0
22	COc1ccc(-c2nc3ncccc3o2)cc1NC(=O)c1ccco1	1	0	5	-2	1	2	4	-5	1	5
23	CC(C)CCNC1=CC(=O)CC(c2ccccc2)C1 (stereo not given)	2	-1	-2	1	-8	-12	7	-15	-5	-9
24	COc1ccccc1-n1cccc1C=O	-5	-2	-1	-2	-1	6	-3	-1	3	-3
25	N#Cc1cn(Cc2ccccc2)c(=O)[nH]c1=O	-1	1	-6	-1	5	0	1	5	-2	-1
26	COc1ccc(Cl)cc1N=Cc1c(O)c2ccccc2oc1=O	-1	-10	8	-2	-7	5	-1	0	-7	3
27	COC(=O)NNS(=O)(=O)c1ccc(C)cc1	-2	1	0	-2	4	-11	-6	-1	7	-1
28	CCOC(=O)C1CCCN(C/C=C/c2ccccc2[N+](=O)[O-])C1 (stereo not given)	-2	-2	3	-3	8	6	-9	3	0	-1
29	Cc1cccc(N2CC(C(=O)Nc3ccc4c(c3)OCCO4)CC2=O)c1C (stereo not given)	0	-6	-5	-1	-6	10	1	1	0	-1
30	O=S(=O)(NCCS(=O)(=O)N1CCN(c2ccc(F)cc2)CC1)c1ccccc1	1	4	1	3	-3	0	3	0	1	0

Further compounds
no.	Compound	PRMT1 FP inh	HTRA1 inh	GC-A act	UHRF1 binding	SIAE inh	TCR CD3 inh	MBD2 inh	mABHD4 FP	NPR2 activator	rCAG RNA binder
31	CC1=CC(C)(C)N2C(=O)C3(SCC(=O)N3c3ccc(F)cc3)c3cc(C)cc1c32 (stereo not given)	4	-46	-24	-1	-2	6	2	-16	-17	-5
32	COc1ccc(NC(=O)CN(C)C(=O)CCCc2nc3ccccc3c(=O)[nH]2)cc1	4	4	-2	2	-6	-4	9	0	0	-5
33	COCc1[nH]c(=S)c(C#N)cc1C(=O)OC	35*	-5	6	9	3	5	-4	12	2	28
34	COc1ccc(Cn2cc(CN3CC(N4CC=CC4)CS3(=O)=O)nn2)cc1 (stereo not given)	-3	.	3	15	0	2	0	2	0	4
35	COc1nc(N=C(N)N)nc2ccc(C)cc12	1	.	11	1	6	6	3	1	3	23
36	COC(=O)/C=C1/C(=O)N/C(=N\c2nc(C)cc(C)n2)N1c1ccc(OC)cc1	0	5	1	-2	0	3	2	0	0	1
37	O=C(COC(=O)c1ccco1)Nc1ccc(N2CCOCC2)cc1	3	-3	0	0	4	5	-5	3	-7	-1
38	CC(/C=N\NC(=O)Cn1c(C)nc2ccccc21)=C\c1ccccc1	-1	0	1	-1	-7	3	2	4	0	0
39	COCC(=O)OCC(=O)Nc1cc([N+](=O)[O-])ccc1Cl	1	0	4	-2	1	0	0	-4	1	1
40	O=C(O)CCCNC(=O)Nc1ccccc1	1	1	3	-2	-10	4	1	3	0	0
41	O=C(Nc1cccc(O)c1)c1ccc2c(c1)C(=O)N(Cc1ccco1)C2=O	2	-37	2	-2	1	7	1	4	0	9
42	O=C(Nc1ccc(N2CCN(C(=O)c3ccco3)CC2)c(Cl)c1)c1cccnc1	2	-5	-3	3	1	-8	-2	9	-1	-2
43	Brc1ccccc1-n1nnc(-c2cccnc2)n1	-1	-1	2	-2	9	1	-1	2	-3	-4
44	COCCn1cc(C(=O)N2CCCC(C)C2)c2c3ccccc3n(C)c2c1=O (stereo not given)	2	6	-5	6	3	-7	3	4	-1	-7
45	COCCn1c(COc2ccc(OC)cc2)nc2ccccc21	2	5	-5	4	1	-4	5	-5	-8	-8
46	NS(=O)(=O)c1ccc(NC(=O)c2ccc(CSc3ccccc3)o2)cc1	0	5	0	1	3	-9	7	-3	-3	1
47	O=C(Nc1ccccc1N1CCOCC1)c1cccnc1	0	4	1	1	-1	9	3	-2	2	-1
48	CS(=O)(=O)ON=C1CCN(S(=O)(=O)c2ccccc2)CC1	-2	-4	2	-3	1	3	-1	2	2	0
49	CC(C)c1onc(C(=O)N2CCC(C(N)=O)CC2)c1[N+](=O)[O-]	3	3	2	19	3	-8	8	7	-1	4
50	O=C(COc1cccc2cccnc12)N/N=C/c1ccccc1O	9	0	-11	0	-7	0	2	5	-5	2
51	COc1cc(NC(=O)C2CC(=O)NC3=C2C(=O)CC(C)(C)C3)c(OC)cc1Cl (stereo not given)	0	-3	-2	-1	-3	1	3	0	-1	-2
52	O=C(NCC(=O)N1CCOCC1)c1ccc(Cl)cc1	4	-3	7	6	-5	-5	4	2	2	0
53	Cc1[nH]nc(SCC(=O)N2CCC(C)CC2)c1[N+](=O)[O-]	4	-2	-2	0	-1	2	0	12	2	7
54	CN1CCN(S(=O)(=O)c2cc([N+](=O)[O-])ccc2Cl)CC1	-4	6	-1	-4	5	-6	-2	2	-5	-2
55	COc1cc(NC(=O)c2cc([N+](=O)[O-])ccc2N2CCOCC2)ccc1NC(=O)c1ccco1	0	1	3	17	-6	-5	3	3	3	-5
56	CN1CCC(=NNC(=O)c2ccc(N(Cc3ccccc3Cl)S(C)(=O)=O)cc2)CC1	-1	-26	3	-1	-2	-4	4	-9	5	3
57	CS(=O)(=O)c1ccc2nc(NC(=O)CCNC(=O)c3ccc([N+](=O)[O-])cc3)sc2c1	-1	-5	1	-2	-2	-2	3	-1	-9	7
58	CC1CN(C(=O)c2cc(S(=O)(=O)N3CCCC3)c(Cl)cc2Cl)CC(C)O1 (stereo not given)	-1	-4	2	4	1	-4	0	3	-4	-1
59	CCCCc1nnc(NC(=O)Cn2cnc3ccccc3c2=O)s1	5	3	-3	0	4	-8	0	3	0	-3
60	CCCS(=O)(=O)NC(=O)C1(C)CCN(C(=O)c2cccc3ccccc23)C1 (stereo not given)	-1	.	-1	-1	9	2	3	-4	3	0

Record cards, as listed above. Order of screens: PRMT1 FP inh	HTRA1 inh	GC-A act	UHRF1 binding	SIAE inh	TCR CD3 inh	MBD2 inh	mABHD4 FP	NPR2 activator	rCAG RNA binder
Entry for COC(=O)/C=C1/C(=O)N/C(=N\c2nc(C)cc(C)n2)N1c1ccc(OC)cc1 : 0	5	1	-2	0	3	2	0	0	1
Entry for Cc1[nH]nc(SCC(=O)N2CCC(C)CC2)c1[N+](=O)[O-] : 4	-2	-2	0	-1	2	0	12	2	7
Entry for COc1cc(NC(=O)c2cc([N+](=O)[O-])ccc2N2CCOCC2)ccc1NC(=O)c1ccco1 : 0	1	3	17	-6	-5	3	3	3	-5

Additional compounds follow.
no.	Compound	PRMT1 FP inh	HTRA1 inh	GC-A act	UHRF1 binding	SIAE inh	TCR CD3 inh	MBD2 inh	mABHD4 FP	NPR2 activator	rCAG RNA binder
61	CCC1(CC)C(=O)NC(=O)NC1=NCCc1ccc(O)cc1	9	-6	-1	10	-1	6	2	-3	9	3
62	CCOC(=O)N1CCN(C(=O)CSc2nc3c(cnn3-c3ccccc3)c(=O)[nH]2)CC1	-1	-5	-5	1	1	0	1	9	-11	15
63	Cc1ccc(CCNC(=O)C2CCN(S(=O)(=O)N3CCC4(CC3)OCCO4)CC2)cc1	-3	5	-1	-1	-1	-5	-6	2	-3	-7
64	CC1(NC(=O)c2cc(-c3cccs3)nn2-c2ccccc2)CCS(=O)(=O)C1 (stereo not given)	2	-5	-4	0	1	10	-8	0	-2	-3
65	CC[N+](C)(C)c1cccc(O)c1	-4	3	0	-1	4	6	-6	-5	3	1
66	Cc1ccc(NCCC(=O)c2ccc(Br)cc2)cc1	2	5	6	6	4	0	-1	-1	2	-2
67	Cc1ccnn1C(C)C(=O)O (stereo not given)	-3	4	1	-2	0	1	2	3	1	-2
